Rac1 mut GTP: GTP binding modulators of activated mutant Rac1, primary screen, biochemical, bead-based flow cytometry, multiplex, fluorescent GTP. percent activity (GTP binding), % at 10 µM. 0.11% of 190,000 active. GST-Rac1 activated beads; actives lie on both sides; 100% means binding = to untreated wells;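 active = GTP binding at least 20 percentage points away from the 100% baseline, in either direction, so actives lie on both sides; inconclusive = Compound likely fluorescent itself, or too few beads counted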
Bfl-1 Bim block: inhibitors of Bim binding to Bfl-1, primary screen, biochemical, multiplexed, bead-based flow cytometry | Bim-Bfl-1 binding inhibition | AID 1008, 2008 | inhibition, % at 10 µM | 0.12% of 190,000 active;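 note: 0% = wells without compound plus tracer and 100% = blocker peptide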
Rac1 wt GTP bind: wildtype Rac1 GTP binding modulators, primary screen, biochemical, GST-Rac1 beads, flow cytometry, multiplex | Ras-related C3 botulinum toxin substrate 1 (Homo sapiens), P63000 | fluorescent GTP binding; actives lie on both sides; 0 = cold GTP competed, 100 = untreated | GTP binding activity (% of control), % at 10 µM | 0.27% of 190,000 active | AID 757, 2007;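 active = GTP binding activity at least 20 points away from the 100% control level, either lower or higher; inconclusive = compound flagged as likely green fluorescent, judged across all proteins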
Bim-Bcl-W: inhibitors of Bim binding to Bcl-W, primary screen, biochemical, multiplexed, bead-based flow cytometry. Bcl-2-like protein 2 (Homo sapiens), Q92843. Bim peptide-Bcl-W binding. inhibition, % at 10 µM. 0.02% of 190,000 active. AID 952, 2007;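 note: 0% = bound tracer without compound and 100% = peptide blocker; higher means less fluorescent Bim peptide bound to Bcl-W beads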
Target sequence (Q92843 whole entry, looked up): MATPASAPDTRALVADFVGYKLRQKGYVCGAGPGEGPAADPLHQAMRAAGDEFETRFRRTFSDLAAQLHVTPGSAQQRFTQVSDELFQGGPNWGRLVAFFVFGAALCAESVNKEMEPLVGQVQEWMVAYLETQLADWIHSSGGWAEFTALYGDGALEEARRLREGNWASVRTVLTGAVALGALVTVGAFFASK
Rab7 wt modul: modulators of GTP binding to Rab7, primary screen, biochemical, wildtype, multiplex bead flow cytometry | 0.055% of 190,000 active | Rab7 GTPase wild type (dog), Bodipy-FL-GTP binding | GST-Rab7 beads, fluorescent GTP binding; actives lie on both sides; untreated = 100%, excess cold GTP = 0% | GTP binding activity (percent of control), % at 10 µM;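 active = fluorescent GTP binding to Rab7 beads changed by at least 20 points from the 100% baseline, either direction, mostly lower; inconclusive = compound itself probably fluorescent, or too few beads counted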;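 note: median green fluorescence of bound Bodipy-FL-GTP per Rab7 bead population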
Rab2A wt mod: modulators of GTP binding to Rab2A wildtype, primary screen, biochemical, dog, bead-based flow cytometry, multiplex | AID 760, 2007 | 0.19% of 190,000 active | GTP binding activity, % at 10 µM | GST-Rab2 wt beads, Bodipy-GTP binding | Ras-related protein Rab-2A (Canis lupus familiaris), P61105;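 active = GTP binding activity at least 20 points away from 100%, either lowered or raised; inconclusive = signal likely due to the compound's own green fluorescence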;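 note: 0% = beads with excess unlabeled GTP and 100% = no-compound control corrected for plate trend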
Cdc42 wt: modulators of GTP binding to wildtype Cdc42, primary screen, biochemical, multiplex bead flow cytometry, Bodipy-GTP. Cell division control protein 42 homolog (Homo sapiens), P60953. GST-Cdc42 beads; actives lie on both sides. percent activity (GTP binding), % at 10 µM. 0.2% of 190,000 active. AID 761, 2007;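 active = percent activity GTP binding at least 20 points away from the 100% baseline, either down as inhibitor or up as activator; inconclusive = compound flagged as likely green fluorescent from well-wide comparison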;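 note: median bead fluorescence of bound Bodipy-FL-GTP at 100 nM; 0% = excess unlabeled GTP control and 100% = no compound control; below 100% means less GTP binding so inhibitor and above means activator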
Target sequence (P60953 whole entry, looked up): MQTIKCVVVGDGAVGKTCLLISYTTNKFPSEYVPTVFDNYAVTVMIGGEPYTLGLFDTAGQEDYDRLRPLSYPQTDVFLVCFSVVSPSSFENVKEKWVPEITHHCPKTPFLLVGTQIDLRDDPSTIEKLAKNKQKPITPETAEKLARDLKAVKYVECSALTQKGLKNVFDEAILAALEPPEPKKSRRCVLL
Bim-Bcl-XL: inhibitors of Bim-Bcl-XL binding, primary screen, biochemical, multiplexed, bead flow cytometry, human Bcl-XL. Bim peptide-Bcl-XL binding, fluorescence. inhibition, % at 10 µM. 0.04% of 190,000 active
Target sequence (Q07817 whole entry, looked up): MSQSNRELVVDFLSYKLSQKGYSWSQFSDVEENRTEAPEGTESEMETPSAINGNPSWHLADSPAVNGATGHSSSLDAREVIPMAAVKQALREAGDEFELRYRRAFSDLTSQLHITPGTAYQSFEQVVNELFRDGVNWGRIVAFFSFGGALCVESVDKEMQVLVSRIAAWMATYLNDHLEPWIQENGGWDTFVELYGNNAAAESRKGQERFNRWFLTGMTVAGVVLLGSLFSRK
HRas wt GTP bind: modulators of GTP binding to HRas wildtype, primary screen, biochemical, bead-based flow cytometry, multiplex. AID 759, 2007. 0.14% of 190,000 active. GTP binding activity, % at 10 µM. GST-Ras wt beads, Bodipy-FL-GTP binding; actives lie on both sides. GTPase HRas (Homo sapiens), P01112;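 active = GTP binding activity at least 20% away from the 100% baseline, either lowered as inhibitor or raised as activator; inconclusive = flagged as likely green fluorescent, judged across all proteins in the well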;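 note: 0% = unlabeled GTP competition control and 100% = no-compound control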
Bim-Bcl-B: inhibitors of Bim-Bcl-B binding, primary screen, biochemical, multiplexed, human Bcl-2 family | Bcl-2-like protein 10 (Homo sapiens), Q9HD36 | bead-based flow cytometry, Bim peptide-Bcl-B binding | inhibition, % at 10 µM | 0.073% of 190,000 active | AID 951, 2007;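 note: 0% = tracer peptide without compound and 100% = reference inhibitor peptide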
Target sequence (Q9HD36 whole entry, looked up): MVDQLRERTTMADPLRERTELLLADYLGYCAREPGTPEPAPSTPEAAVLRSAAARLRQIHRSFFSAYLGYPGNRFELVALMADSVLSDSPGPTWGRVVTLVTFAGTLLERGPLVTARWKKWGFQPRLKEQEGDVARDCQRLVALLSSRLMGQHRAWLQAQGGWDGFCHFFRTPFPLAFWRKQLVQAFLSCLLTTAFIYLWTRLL
Bim-Bcl-2: inhibitors of Bim-Bcl-2 binding, primary screen, biochemical, multiplexed, human Bcl-2 family; Bead-based flow cytometry, Bim peptide-Bcl-2 binding; AID 950, 2007; Apoptosis regulator Bcl-2 (Homo sapiens), P10415; 0.06% of 190,000 active; inhibition, % at 10 µM; in the data active = inhibition above about 40%; inconclusive = no clear call, values can overlap the other calls;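 note: 0% = no compound wells with probe peptide and 100% = reference peptide inhibitor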
Target sequence (P10415 whole entry, looked up): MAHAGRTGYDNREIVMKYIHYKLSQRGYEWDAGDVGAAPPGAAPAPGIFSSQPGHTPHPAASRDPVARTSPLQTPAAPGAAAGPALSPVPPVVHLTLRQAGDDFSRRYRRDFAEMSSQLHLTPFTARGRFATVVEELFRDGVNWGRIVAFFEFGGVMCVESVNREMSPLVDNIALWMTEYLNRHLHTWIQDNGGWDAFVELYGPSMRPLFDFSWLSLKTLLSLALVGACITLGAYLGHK
* hit, by the source's call; ? = inconclusive. Cut-off read from the data, not from the text of the source, unless noted: active = inhibition above about 40%.

SMILES	Rac1 mut GTP	Bfl-1 Bim block	Rac1 wt GTP bind	Bim-Bcl-W	Rab7 wt modul	Rab2A wt mod	Cdc42 wt	Bim-Bcl-XL	HRas wt GTP bind	Bim-Bcl-B	Bim-Bcl-2
O=C(NCc1ccccn1)c1ccc(Cl)c(S(=O)(=O)Nc2ccccc2C(=O)NCc2ccccn2)c1	96	-6	100	-5	96	96	101	-4	99	-7	-8
O=C(COc1ccccc1)N/N=C/c1ccc([N+](=O)[O-])o1	98	-1	102	-1	93	97	101	0	100	-4	-6
O=S(=O)(/N=C(/Nc1ccc(Cl)cc1Cl)c1ccccc1)c1cccs1	89	-4	95	-4	102	97	94	-7	96	-7	0
Cc1c(Br)c([N+](=O)[O-])nn1CCCC(=O)Nc1c(C)n(C)n(-c2ccccc2)c1=O	95	-4	98	-2	96	99	98	-2	98	-1	-7
Cc1ccc(N=C/C(C(=O)C(F)(F)F)=C(\O)c2ccco2)cc1Cl	102	-1	112	-3	103	104	106	-9	106	-14	-3
O=C(NCCC1=CCCCC1)C1CCN(S(=O)(=O)c2cccc3nonc23)CC1	103	-9	108	2	104	105	105	-2	105	-5	-2
COc1ccc(N2CC(NC(=O)NCC(C)C)CC2=O)cc1 (stereo not given)	99	3	103	-2	94	99	103	-3	99	-3	2
CCCCC(=O)Nc1nc2ccc3nc(C)sc3c2s1	97	-8	98	1	100	96	98	-3	97	-7	-8
COc1ccc(CNC(=O)COC(=O)C2CC3C=CC2C3)cc1 (stereo not given)	95	7	97	0	99	95	94	0	91	3	2
Cc1ccc(NC(=O)C2CCN(c3cnccn3)CC2)cc1C	94	-9	96	0	100	97	92	-4	94	-5	-7
N#CCCN1CCN(C(=O)c2c(N)no[n+]2[O-])CC1	94	-3	95	-9	94	94	95	-14	96	-6	-3
CCOC(=O)Nc1sc2c(c1C(N)=O)CCC(C)C2 (stereo not given)	97	-4	99	9	107	101	99	-1	99	-2	-2
O=C(O)c1ccc(/C=N/N2CCN(Cc3ccccc3)CC2)cc1	100	0	105	-2	102	102	99	-5	100	-7	-2
CS(=O)(=O)N(CCc1ccccc1)CC(=O)N1CCCCC1	94	-7	99	-6	99	98	98	-5	97	-2	-2
O=C(Nc1cc2c(cc1Cl)OCCCO2)c1ccco1	100	2	102	0	104	99	100	4	102	2	2
Cc1cc(C)c(S(=O)(=O)Nc2ccccc2-c2ccccc2)c(C)c1	97	8	104	-2	96	98	99	-2	97	-3	-2
COc1ccc(Cl)cc1NC(=O)C12CCC(C)(C(=O)O1)C2(C)C (stereo not given)	95	0	96	3	95	95	98	2	98	2	-4
O=C(NCc1ccc(N2CCCC2=O)cc1)Nc1cccc(Cl)c1	100	0	104	1	100	102	104	0	101	0	0
Cc1nc2sc(C(c3cccc(F)c3)N3CCCCC3)c(O)n2n1 (stereo not given)	98	-11	97	0	95	99	101	-4	98	-7	-8
O=C(CNS(=O)(=O)c1c(Cl)cccc1Cl)OCC(=O)N1CCN(c2ccccc2)CC1	96	1	103	3	101	100	99	2	99	1	3
COc1ccc(-n2c(CNc3ccc(C)cc3)nnc2SCC(=O)Nc2nc(-c3ccccc3)cs2)cc1	102	5	104	0	106	107	106	1	109	-4	-1
O=C(O)CCCC(=O)N1CC(=O)Nc2ccccc21	94	-5	92	0	94	93	94	0	95	-4	-1
S=C(NCCN1CCOCC1)Nc1cccc2ccccc12	98	-14	104	-3	101	101	104	-3	103	-5	-7
O=C(CNC(=O)/C(=C/c1ccccc1)NC(=O)c1ccc(Br)cc1)OCc1ccccc1	96	4	100	6	98	95	103	8	97	5	10
O=C(N1CCOCC1)N1CCCN(C(=O)N2CCOCC2)CC1	101	-11	106	-1	104	103	100	-4	102	-7	-10
CCS(=O)(=O)N1CCN(c2ccccc2F)CC1	101	-21	106	-4	99	103	105	-14	104	-8	-12
COC(=O)CC(N)c1ccc(Br)cc1 (stereo not given)	98	2	98	1	96	97	98	0	94	3	3
CC(=O)c1cccc(NC(=O)c2c(F)c(F)c(F)c(F)c2F)c1	99	-12	104	1	100	101	102	-4	104	-6	-7
Cc1ccc(-c2nnc(Nc3ccc4c(c3)OCO4)c3ccccc23)cc1S(N)(=O)=O	101	2	108	-1	102	99	102	-6	101	-10	8
O=C(O)c1ccc(Nc2cc(Cl)c3nonc3c2[N+](=O)[O-])cc1	86	10	81	6	90	85	85	4	88	-2	3
CCC(c1nnc(SCC(=O)Nc2nnc(-c3ccccc3)o2)n1Cc1ccccc1)N(C)C (stereo not given)	97	-2	100	-2	101	100	102	0	99	-5	-4
Cc1ccc(NC(=O)c2ccc(Cl)c(N3C(=O)C=CC3=O)c2)cc1	100	-2	104	-2	101	99	100	-8	102	-15	-2
CC1=C(C(=O)OCc2ccc3c(c2)OCO3)C(c2ccc(F)cc2)NC(=O)N1 (stereo not given)	99	-19	105	-3	99	103	99	-14	101	-13	-9
Cc1cc(C)nc(NN=C(c2ccccc2)c2ccccc2)n1	102	0	104	0	100	101	101	-9	99	-5	0
CC(=O)c1c(C)n(-c2ccccc2)c2ccc(OCC(O)CN3CCOCC3)cc12 (stereo not given)	97	-3	97	-1	99	98	96	-3	98	3	-1
O=C(Nc1ccccc1Cl)C1CCCN(S(=O)(=O)c2ccc(F)cc2)C1 (stereo not given)	101	-10	105	2	99	101	102	-4	100	-8	-9
Cc1cc2cc(CN3C(=O)c4ccccc4C3=O)ccc2[nH]1	100	-1	105	-5	99	98	100	-4	101	-5	-1
CC(NC(=O)CCc1nnc(-c2ccc(-c3ccccc3)cc2)o1)c1nccs1 (stereo not given)	96	-7	101	-2	103	97	97	-1	102	-2	0
CCOC(=O)c1ccccc1NC(=O)c1cc(S(=O)(=O)N2CCOCC2)ccc1F	102	-4	106	0	102	102	104	0	102	-9	-4
CCOC(=O)CCCCC(=O)c1[nH]c(=O)[nH]c1CSc1nnc2c3cc(Br)ccc3n(C)c2n1	?	1	?	2	?	?	?	2	?	0	-2
Cc1nc(N)sc1C(=O)N/N=C/c1c[nH]c2ccccc12	99	-4	100	1	92	100	99	-2	98	1	0
COC(=O)c1cc(NC(=O)CCc2c(C)nc3ncnn3c2C)cc(C(=O)OC)c1	98	-9	97	1	99	98	101	-3	99	-6	-5
Cc1ccc(CNC(=O)C2CCCN(c3nc4ccsc4c(=O)s3)C2)cc1 (stereo not given)	96	5	97	-1	105	100	97	-2	101	-1	3
ClC(Cl)(c1nnnn1-c1ccccc1)c1nnnn1-c1ccccc1	94	22	110	11	95	98	96	7	96	-25	14
O=C(COC(=O)c1cc(-c2ccccc2)nc2ccccc12)NCC1CCCO1 (stereo not given)	94	-3	99	1	102	95	96	-2	96	-1	-6
COCCNC(=S)NC(=O)c1ccc(C(C)(C)C)cc1	97	-4	101	-1	97	95	96	-4	95	-5	-3
CC1Cc2ccccc2N1S(=O)(=O)c1cnc[nH]1 (stereo not given)	101	-16	108	0	100	103	103	-6	102	-6	-5
Cc1nn(C(CC(=O)O)C(=O)O)c(C)c1Br (stereo not given)	100	-1	104	-4	97	101	102	-3	100	-9	-3
Cc1ccc(NC(=O)Nc2nnc(-c3ccncc3)s2)cc1	96	-6	94	1	100	102	97	-2	98	-3	-3
N#CCSc1nc2ccccc2c2nc3ccccc3n12	99	0	99	-2	97	94	96	-3	97	-3	0
Cc1cc(C(F)(F)F)nc(Nc2nc(C)c3ccccc3n2)n1	98	0	99	2	97	98	98	-3	99	-1	0
CC(C)CC(NC(=O)C(CC(C)C)NC(=O)OC(C)(C)C)C(=O)O (stereo not given)	102	-10	110	3	98	101	103	0	101	-9	-8
C=C(C)C(=O)Nc1nnc(-c2ccccc2C)s1	96	-3	102	-2	104	99	97	-1	98	-4	1
O=C(c1cc(-c2ccc(Cl)cc2Cl)on1)N1CCOCC1	95	-1	98	-1	98	96	97	-2	97	-2	-3
COc1ccccc1NC(=O)Nc1ccncc1	97	-4	100	-3	107	104	100	-2	102	-3	-2
O=S(=O)(NCCCN1CCOCC1)c1ccc2ccccc2c1	95	-6	101	3	102	97	95	1	101	-6	-4
Cc1ccc(C2C(C#N)=C(N)Oc3cc(C)oc(=O)c32)o1 (stereo not given)	96	-5	102	0	95	97	97	-1	96	-3	-1
c1ccc(-c2cc(-c3nc4ccccc4[nH]3)c3ccccc3n2)cc1	99	0	106	0	93	93	99	-3	97	-5	1
CC(C)(C)c1ccc(C(=O)NC(=S)Nc2ccc(N3CCOCC3)cc2)cc1	100	0	102	-2	98	98	97	-3	100	-5	0
CC(C)N(CCNCc1nnc(-c2ccccc2)o1)C(C)C	99	-6	98	0	108	100	97	0	99	0	0

2 of the compounds above, in CSV form.
Structure,Rac1 mut GTP,Bfl-1 Bim block,Rac1 wt GTP bind,Bim-Bcl-W,Rab7 wt modul,Rab2A wt mod,Cdc42 wt,Bim-Bcl-XL,HRas wt GTP bind,Bim-Bcl-B,Bim-Bcl-2
Cc1cc(C(F)(F)F)nc(Nc2nc(C)c3ccccc3n2)n1,98,0,99,2,97,98,98,-3,99,-1,0
CC(C)CC(NC(=O)C(CC(C)C)NC(=O)OC(C)(C)C)C(=O)O (stereo not given),102,-10,110,3,98,101,103,0,101,-9,-8

(further entries)
SMILES	Rac1 mut GTP	Bfl-1 Bim block	Rac1 wt GTP bind	Bim-Bcl-W	Rab7 wt modul	Rab2A wt mod	Cdc42 wt	Bim-Bcl-XL	HRas wt GTP bind	Bim-Bcl-B	Bim-Bcl-2
CCCCN1C(=O)c2ccc(C(=O)Nc3ccc(C)c(S(=O)(=O)N(C)C)c3)cc2C1=O	100	-2	102	-3	98	98	98	-2	100	-7	-4
O=C(N/N=C/c1cccs1)[C@H]1C[C@@H]1c1ccccc1	98	0	101	-4	103	98	98	-8	100	-3	-2
O=C(Nc1ccc2c(c1)OCCO2)C1CCCN(S(=O)(=O)c2cccc3nsnc23)C1 (stereo not given)	100	-13	102	-2	97	98	99	0	99	-8	-10
O=C1CCCC2=C1C(c1cccs1)Nc1ccccc1N2 (stereo not given)	99	-13	101	-5	98	98	99	-6	99	-9	-8
CC1CC(C)CN(CCCNC(=O)c2ccc(CS(=O)(=O)Cc3ccccc3F)o2)C1 (stereo not given)	96	0	99	1	94	94	97	-3	98	-1	-2

Screens from PubChem BioAssay.

Rows were taken by chance; about 0.62% have a hit in one of these screens.
